# Screening data: PubChem, several laboratories
# M18AAP inhibitor – PfM18AAP inhibitors, malaria aminopeptidase, primary screen, biochemical, QFRET, recombinant enzyme. 290,000 compounds, 1.2% hits. AID 1822, 2009. M18 aspartyl aminopeptidase (Plasmodium falciparum 3D7). H-Glu-NHMec fluorogenic cleavage. inhibition, % at 7.35 µM;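 active means inhibition above the campaign mean inhibition over all tested compounds plus 3 SD, cut at about 28% in these data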;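 further: 0% = plate median of test compound wells and 100% = 2 mM ZnCl2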
# GPR7 antagonist – GPR7 receptor antagonists, primary screen, cell-based, fluorescence, single concentration; Neuropeptides B/W receptor type 1 (Homo sapiens), P48145; GPR7-expressing cells, fluorescence antagonist assay; inhibition, % at 4.4 µM; 290,000 compounds, 1.1% hits; AID 1861, 2009; in the data active means inhibition above about 16%, passing the limit was not always enough;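 further: cells stimulated with the agonist NPW; 0% = agonist with vehicle and 100% = vehicle without agonist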
# Target sequence (P48145 whole entry, looked up): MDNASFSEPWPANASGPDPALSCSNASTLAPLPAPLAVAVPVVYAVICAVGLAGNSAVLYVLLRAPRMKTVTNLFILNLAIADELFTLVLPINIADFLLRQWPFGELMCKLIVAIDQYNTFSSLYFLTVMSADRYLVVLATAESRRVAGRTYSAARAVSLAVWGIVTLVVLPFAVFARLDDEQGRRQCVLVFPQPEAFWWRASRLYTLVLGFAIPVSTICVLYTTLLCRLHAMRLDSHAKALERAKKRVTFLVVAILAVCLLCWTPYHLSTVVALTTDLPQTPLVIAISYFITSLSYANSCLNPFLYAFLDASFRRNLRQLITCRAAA
# MEKK2mut PB1 HTS – MEK5 binding signal on mutant MEKK2 PB1, primary screen, biochemical, multiplex bead flow cytometry, Alexa488-MEK5. percent response, % at 10 µM. Alexa488-MEK5 binding to MEKK2 mutant. AID 1530, 2009. 290,000 compounds, 0.35% hits; in the data active means percent response above about 24%, passing the limit was not always enough; further: inactives centre near 1; some results filed as inactive read as strong as hits; reference of the scale not given here
# MEKK3 PB1 HTS – modulators of MEKK3-MEK5 PB1 binding, primary screen, biochemical, wildtype MEKK3, multiplex bead flow cytometry, Alexa488-MEK5 | AID 1529, 2009 | binding response (% of control), % at 10 µM | 290,000 compounds, 1.4% hits | bead-based flow cytometry, Alexa488-MEK5 binding to MEKK3; actives lie on both sides; 0 = blocked by unlabeled MEK5, 100 = vehicle | Mitogen-activated protein kinase kinase kinase 3 (Homo sapiens), Q99759;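 active means binding response more than 3 SD above or below the average of its plate-row segment, actives on both sides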;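 further: Alexa488 bead fluorescence after subtracting the streptavidin-only scavenger bead signal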
# PHOSPHO1 inh – PubChem AID 1565; Phosphoethanolamine/phosphocholine phosphatase (Homo sapiens), Q8TCT1; recombinant PHOSPHO1, absorbance phosphatase assay; inhibition, % at 13.3 µM; 290,000 compounds, 1.1% hits; in the data active means inhibition above about 60%
# Target sequence (Q8TCT1 whole entry, looked up): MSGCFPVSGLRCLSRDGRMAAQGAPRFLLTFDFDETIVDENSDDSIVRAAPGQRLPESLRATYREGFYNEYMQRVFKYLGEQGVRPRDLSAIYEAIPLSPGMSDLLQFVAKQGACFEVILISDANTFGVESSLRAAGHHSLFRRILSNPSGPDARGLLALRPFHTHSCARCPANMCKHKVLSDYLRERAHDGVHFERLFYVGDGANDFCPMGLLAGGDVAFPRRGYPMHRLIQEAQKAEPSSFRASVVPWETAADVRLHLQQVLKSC
# FID counter – compounds displacing fluorescent DNA intercalator, primary screen, artefact control for HCV NS3 helicase inhibitor project, biochemical, FID fluorescence; DNA fluorescent intercalator displacement; inhibition, % at 7.9 µM; 290,000 compounds, 0.17% hits; AID 1845, 2009; in the data active means inhibition above about 37%;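 further: 0% = vehicle and 100% = reference compound; higher means more ethidium bromide displaced from hairpin DNA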
# OXTR ag – human OXTR agonists, primary screen, fluorescence, CHO-OTR cells, Fluo-8 calcium; activation, % at 3 µM; 320,000 compounds, 0.32% hits; AID 2435, 2010; Fluo-8 calcium fluorescence; normalized: DMSO 0%, oxytocin 100%;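 active means activation above the mean of all tested compounds plus 3 SD, cutoff set per screening run, cut at about 20% in these data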;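 further: peak over basal fluorescence ratio from a 100 s FLIPR kinetic read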
# Target sequence (P30559 whole entry, looked up): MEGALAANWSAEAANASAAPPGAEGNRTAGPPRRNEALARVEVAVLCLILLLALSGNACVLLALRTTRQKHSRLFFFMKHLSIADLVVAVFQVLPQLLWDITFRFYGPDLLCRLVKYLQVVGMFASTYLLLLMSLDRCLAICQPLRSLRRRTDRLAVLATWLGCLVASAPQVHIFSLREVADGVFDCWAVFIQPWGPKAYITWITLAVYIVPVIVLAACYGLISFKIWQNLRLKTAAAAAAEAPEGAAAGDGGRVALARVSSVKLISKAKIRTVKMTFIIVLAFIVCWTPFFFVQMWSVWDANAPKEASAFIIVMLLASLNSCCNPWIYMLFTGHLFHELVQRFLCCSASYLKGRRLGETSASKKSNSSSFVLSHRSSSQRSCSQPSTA
# MEKK2 WT-MEK5 – modulators of MEK5 binding to wildtype MEKK2, primary screen, biochemical, multiplex bead flow cytometry, Alexa488-MEK5; Alexa488-MEK5 binding to MEKK2 WT; actives lie on both sides; 290,000 compounds, 1.1% hits; binding response (% of control), % at 10 µM; in the data active means binding response below about 67% or above about 130%
# NALP1 yeast inh – NALP1 inflammasome inhibitors in reconstituted yeast, colorimetric, S. cerevisiae, triplicate retest; S. cerevisiae NALP1/ASC/caspase-1 growth, X-gal OD620, 72 h; inhibition, % at 10 µM; 280,000 compounds, 0.61% hits; AID 2071, 2009; in the data active means inhibition mostly above about 24%, no sharp cut-off; inactive means mostly below about 32%; further: some compounds called inactive have numbers as strong as hits
# * marks the source's active call; other numbers are inactive results; . = no result given; [ ] = another dose, or the depositor's remark. The order is random; overall some 6.2% were active at least once.
SMILES,M18AAP inhibitor,GPR7 antagonist,MEKK2mut PB1 HTS,MEKK3 PB1 HTS,PHOSPHO1 inh,FID counter,OXTR ag,MEKK2 WT-MEK5,NALP1 yeast inh
CCC(CC)C(=O)NCCc1ccc(S(N)(=O)=O)cc1,-2,-3,1,100,43,2,0.5,102,22
O=C(CCN1CCOCC1)NNC(=S)NC(=O)c1ccccc1,24,-2,-12,98,19,-2,-0.4,97,16
Cc1cc(-c2nnc(SCC(=O)Nc3ccc(F)c(F)c3)n2N)n[nH]1,7,-13,1,97,-14,-8,-2.4,103,7
O=C(NCc1cccnc1)c1ccc(-c2cc(Cl)ccc2Cl)o1,3,3,-4,97,43,-17,4.1,96,14
COCCNc1ccc(N2C(=O)CCCC2=O)cc1[N+](=O)[O-],-5,-4,-5,98,25,-1,1.2,96,-4
Cc1cccn2c(Nc3ccccc3)c(-c3ccccn3)nc12,-3,4,-5,100,24,-1,-2.6,95,2
COc1ccccc1OCC(=O)N1CCCC(Nc2ccc(C)c(C)c2)C1 (configuration not stated),12,-1,6,107,28,-36,-0.9,108,16
O=C(NCc1ccccn1)c1cc(-c2ccc(-c3ccccc3)cc2)nc2ccccc12,-4,-12,1,98,-44,-17,0.3,98,26
CC(CCc1ccccc1)NC(=O)c1ccccc1 (configuration not stated),4,-7,13,110,0,-9,-2.1,109,30
CCc1nnc(NC(=O)CCNC(=O)c2ccccc2Cl)s1,-11,-6,4,102,-8,-4,-0.1,101,-10
COc1ccc(N(CC(=O)Nc2ccc3c(c2)OCCO3)S(C)(=O)=O)c(OC)c1,-5,-5,-1,100,-10,-18,0.7,97,-3
CCCCN(C(=O)c1cccc(S(=O)(=O)N2CCCCC2)c1)C1CCS(=O)(=O)C1 (configuration not stated),1,16,-12,95,60,-27,-0.1,95,13
COc1cc(Cl)c(C)cc1N1C(=O)CN(Cc2ccccc2)C1=S,14,-9,6,106,16,-20,-0.4,104,4
O=C(c1cccc(C(F)(F)F)c1)C1CCCN(Cc2cccn2-c2ncccn2)C1 (configuration not stated),1,21*,7,97,27,15,2.1,106,14
CC(=O)c1cccc(NC(=O)CN2C(=O)c3cccnc3Oc3ccc(Cl)cc32)c1,-11,-9,7,100,18,-25,0.3,68*[inhibitor],1
O/N=C/c1cn(-c2ccccc2)nc1-c1ccccc1,-1,-14,2,102,7,-5,.,98,15
CCC(NC(=S)NC1CCCCC1)c1ccccc1 (configuration not stated),-7,-14,1,100,38,-20,.,101,3
O=C(CS(=O)(=O)c1ccccc1)Nc1ccc(S(=O)(=O)Nc2ncccn2)cc1,-1,-5,-2,100,0,12,1.3,101,-8
CCCn1c(SCC(=O)c2c(C)[nH]c(C)c2C(=O)OCC)nc2ccccc21,-3,-1,-1,97,-9,-35,-0.8,96,28
CCCC(=O)N(Cc1cc(=O)[nH]c2ccccc12)c1ccc(OC)cc1,0,-6,-1,99,.,-33,-1.9,102,-1
Cc1ccc(S(=O)(=O)C2(C(=O)N3CCCCC3C)CC2)cc1 (configuration not stated),-9,-12,6,103,14,-5,-0.9,103,29
Cc1nnc(NNS(=O)(=O)c2ccc(Cl)cc2)[nH]c1=O,72*,-9,0,112,6,-4,0.4,106,-6
CC(=O)Oc1ccc(N2C(=O)C3C(C2=O)C(C(=O)c2ccc(Cl)cc2)N2CCCC32)cc1 (configuration not stated),6,12,-7,91,-78,-23,16,90,22
O=C(c1ccc(-c2ccccc2)cc1)c1ccccc1C(=O)N1CCOCC1,-7,6,-5,84,-38,-33,3.4,90,7
CCCCOc1cccc(C2C(C(=O)c3cccs3)=C(O)C(=O)N2Cc2cccnc2)c1 (configuration not stated),-5,-9,2,103,-17,-49,-0.6,101,8
O=C(C[n+]1ccc(C(=O)NCc2ccccc2)cc1)c1ccc(Cl)cc1,0,-11,4,99,38,8,-0.6,107,12
O=C(Nc1ccc2c(c1)OCO2)C1CCN(C(=O)c2cccs2)CC1,0,-8,8,106,25,-5,.,108,26
Cc1cccc(C(=O)NCC(=O)Nc2ccc(S(=O)(=O)Nc3nc(C)cc(C)n3)cc2)c1,5,0,-39,107,47,-16,0.5,99,-5
CNC(=O)c1cc2cc(OC)ccc2oc1=N,-7,2,3,98,7,-4,-0.7,100,8
Cc1nn(CC(=O)NCCN2CCOCC2)c(C)c1[N+](=O)[O-],-8,-10,8,100,15,3,0.8,105,-2

# Some of the entries so far, bar-delimited.
SMILES | M18AAP inhibitor | GPR7 antagonist | MEKK2mut PB1 HTS | MEKK3 PB1 HTS | PHOSPHO1 inh | FID counter | OXTR ag | MEKK2 WT-MEK5 | NALP1 yeast inh
CCC(NC(=S)NC1CCCCC1)c1ccccc1 (configuration not stated) | -7 | -14 | 1 | 100 | 38 | -20 | . | 101 | 3
O=C(CS(=O)(=O)c1ccccc1)Nc1ccc(S(=O)(=O)Nc2ncccn2)cc1 | -1 | -5 | -2 | 100 | 0 | 12 | 1.3 | 101 | -8
CCCn1c(SCC(=O)c2c(C)[nH]c(C)c2C(=O)OCC)nc2ccccc21 | -3 | -1 | -1 | 97 | -9 | -35 | -0.8 | 96 | 28
CCCC(=O)N(Cc1cc(=O)[nH]c2ccccc12)c1ccc(OC)cc1 | 0 | -6 | -1 | 99 | . | -33 | -1.9 | 102 | -1
Cc1ccc(S(=O)(=O)C2(C(=O)N3CCCCC3C)CC2)cc1 (configuration not stated) | -9 | -12 | 6 | 103 | 14 | -5 | -0.9 | 103 | 29
Cc1nnc(NNS(=O)(=O)c2ccc(Cl)cc2)[nH]c1=O | 72* | -9 | 0 | 112 | 6 | -4 | 0.4 | 106 | -6
CC(=O)Oc1ccc(N2C(=O)C3C(C2=O)C(C(=O)c2ccc(Cl)cc2)N2CCCC32)cc1 (configuration not stated) | 6 | 12 | -7 | 91 | -78 | -23 | 16 | 90 | 22

# (list continues)
SMILES,M18AAP inhibitor,GPR7 antagonist,MEKK2mut PB1 HTS,MEKK3 PB1 HTS,PHOSPHO1 inh,FID counter,OXTR ag,MEKK2 WT-MEK5,NALP1 yeast inh
Cc1csc(SCC(=O)NCc2ccccc2)n1,-7,-10,-1,101,8,1,-1.0,102,15
Cc1sc2nc(SC3CCOC3=O)n(Cc3ccccc3)c(=O)c2c1C (configuration not stated),-3,-8,-1,104,13,-23,-2.2,102,-24
COc1cccc(C(=O)N2CCN(Cc3ccccn3)CC2)c1OC,19,-6,8,102,16,6,0.9,107,7
CCN(CC)CCNC(=O)c1cc2c(=O)n(C)c3ccccc3c2s1,4,7,1,101,23,9,0.3,106,16
COc1ccc(Cl)cc1S(=O)(=O)N(C)CC(=O)NCCCn1ccnc1,-5,-9,3,103,37,0,0.9,104,5
Cc1ccn2c(NC(C)(C)C)c(-c3cccs3)nc2c1,7,-10,-1,99,10,-6,-2.3,99,-2
CCOC(=O)COc1c(Br)cc(/C=C2\SC(=O)N(CC(=O)N3CCCC3)C2=O)cc1OC,2,-13,.,.,0,-6,0.5,.,4
NC(=O)c1ccc[n+](CC(=O)c2ccccc2)c1,0,-14,1,102,43,3,1.1,97,.
COc1ccc(C(C)NC(=O)CC23CC4CC(CC(C4)C2)C3)cc1 (configuration not stated),12,-5,1,101,8,-35,-2.1,101,0
COc1ccc(Nc2nccc(-c3ccc([N+](=O)[O-])cc3)n2)cc1,2,34,-3,98,15,8,-1.1,100,16
CC(C)(C)NC(=O)COC(=O)c1ccc(S(=O)(=O)N2CCCC2)cc1,5,-8,-4,96,24,-7,1.2,95,-6
COc1ccc(CNC(=O)c2noc(C)c2[N+](=O)[O-])cc1,-11,-8,0,103,-26,-1,0.4,103,2
NC(=O)C1(N2CCCCC2)CCN(C(=S)Nc2cccc(Cl)c2)CC1,4,-12,1,104,5,-7,3.6,102,33
Cc1ccc(S(=O)(=O)Oc2ccccc2N2C(=O)C3CC=CCC3C2=O)cc1 (configuration not stated),-8,-1,-2,96,15,-16,-1.0,90,3
O=C(Nc1nccs1)c1ccccc1Br,3,-20,5,103,.,2,0.3,103,-10
CSc1nnc2ccc(-c3cccs3)nn12,-2,-8,-2,101,-4,-1,-0.6,101,-1
COc1ccc(CCNc2c(N)n(Cc3ccccc3)c(=O)[nH]c2=O)cc1OC,-9,-1,11,102,10,-10,-0.3,104,-1
O=C1OC(Nc2ccc3c(c2)OCO3)c2ccccc21 (configuration not stated),45*,-9,6,95,-6,-6,-0.2,109,-12
CC(C)(C)CC(=O)NCCc1csc(-c2ccccc2)n1,-6,-10,9,108,9,-28,-0.1,104,.
CCSc1nc(N)c2c3c(sc2n1)CCC3,1,4,-2,92,25,-2,-2.2,97,13
COc1ccccc1NS(=O)(=O)c1cccc(NC(=O)NCCCl)c1,-9,-8,-19,88,32,-1,0.4,89,-9
CC(=O)N1N=C(c2cccc(Cl)c2)OC1c1ccc(C(C)C)cc1 (configuration not stated),0,-6,-2,96,2,-1,-1.2,93,1
O=C(/C=C/c1ccccc1Cl)Nc1ccc(-c2nnc3n2CCCCC3)cc1,-6,-4,1,137*,-5,-4,0.0,102,28
Cc1ccc(NC(=S)NNC(=S)Nc2cccc(C(F)(F)F)c2)cc1,28,-13,4,107,-11,13,-2.6,117,.
Cc1cc2c(=O)n(Cc3ccco3)c(SCC(=O)NCc3ccco3)nc2s1,-15,-20,-21,2.0*[inhibitor],35,-11,-2.2,2.0*[inhibitor],12
Cc1nn(C)c(Cl)c1/C=N/OC(=O)c1ccc(F)cc1,3,-14,2,98,32,-16,-2.0,95,-10
CC(C)CNC(=S)N1CCC(C(=O)c2ccc3c(c2)OCCO3)CC1,-4,5,2,103,24,-15,7.5,99,3
CC1CCN(C(=O)c2ccc([N+](=O)[O-])o2)CC1,-4,-4,-3,94,36,-2,0.1,93,-7
CCCNc1sc(S(=O)(=O)CCC)nc1S(=O)(=O)c1ccc(C)cc1,5,-8,-1,110,32,-11,-1.6,102,-9
COc1ccc(NC2CCCN(C(=O)COc3ccc(Cl)cc3C)C2)cc1OC (configuration not stated),0,1,6,98,37,-25,0.7,104,3
CCOC(=O)c1ccccc1N/C=C1\CCCC1=O,-3,5,-1,101,94*,-12,-1.7,95,-18

# 3 records picked at random from the list so far, as already listed:
SMILES,M18AAP inhibitor,GPR7 antagonist,MEKK2mut PB1 HTS,MEKK3 PB1 HTS,PHOSPHO1 inh,FID counter,OXTR ag,MEKK2 WT-MEK5,NALP1 yeast inh
CNC(=O)c1cc2cc(OC)ccc2oc1=N,-7,2,3,98,7,-4,-0.7,100,8
CC1CCN(C(=O)c2ccc([N+](=O)[O-])o2)CC1,-4,-4,-3,94,36,-2,0.1,93,-7
Cc1nnc(NNS(=O)(=O)c2ccc(Cl)cc2)[nH]c1=O,72*,-9,0,112,6,-4,0.4,106,-6
